ROMK primary: modulators of human ROMK potassium channel; AID 1918; B-score at 10 µM; actives 2% (n = 130,000); Tet-inducible ROMK, thallium flux fluorescence; actives lie on both sides; P48048;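 active means signal ratio slope over the read window, or its plate-corrected B-score, at least 3 SD from the plate mean, either direction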;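 further: B-score of the F/F0 ratio slope over 7 to 12 s after thallium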
TLR4-MyD88 BLA: TLR4-MyD88 interaction inhibition in cells; HeLa CL3-4 TLR4/MyD88 BLA complementation, FRET ratio; inhibition, % at 8.4 µM; actives 0.18% (n = 200,000); in the data active means inhibition above about 25%;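 further: 0% = vehicle and 100% = reference inhibitor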
Target sequence (O00206 whole entry, looked up): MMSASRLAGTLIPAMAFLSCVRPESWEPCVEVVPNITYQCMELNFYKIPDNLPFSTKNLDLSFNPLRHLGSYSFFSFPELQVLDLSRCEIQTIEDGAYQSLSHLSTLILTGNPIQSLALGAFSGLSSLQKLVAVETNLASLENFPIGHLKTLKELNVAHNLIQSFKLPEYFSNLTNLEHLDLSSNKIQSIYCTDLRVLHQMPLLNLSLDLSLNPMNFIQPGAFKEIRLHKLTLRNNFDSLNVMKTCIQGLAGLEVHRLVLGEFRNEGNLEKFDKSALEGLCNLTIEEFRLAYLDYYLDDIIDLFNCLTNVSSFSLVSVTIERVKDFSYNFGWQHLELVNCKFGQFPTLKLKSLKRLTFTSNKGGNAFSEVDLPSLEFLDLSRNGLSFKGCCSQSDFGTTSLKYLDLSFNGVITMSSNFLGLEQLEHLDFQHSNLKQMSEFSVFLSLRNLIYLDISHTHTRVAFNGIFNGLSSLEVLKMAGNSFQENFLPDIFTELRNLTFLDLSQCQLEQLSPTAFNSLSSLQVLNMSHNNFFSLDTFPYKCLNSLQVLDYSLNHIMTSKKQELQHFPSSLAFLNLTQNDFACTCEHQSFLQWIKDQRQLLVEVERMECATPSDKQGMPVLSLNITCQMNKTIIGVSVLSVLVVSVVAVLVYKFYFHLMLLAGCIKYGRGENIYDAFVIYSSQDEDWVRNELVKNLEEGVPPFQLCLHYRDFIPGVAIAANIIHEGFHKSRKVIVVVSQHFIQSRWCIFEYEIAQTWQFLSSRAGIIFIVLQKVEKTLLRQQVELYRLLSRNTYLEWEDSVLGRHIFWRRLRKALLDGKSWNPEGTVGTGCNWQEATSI
Target sequence (Q99836 whole entry, looked up): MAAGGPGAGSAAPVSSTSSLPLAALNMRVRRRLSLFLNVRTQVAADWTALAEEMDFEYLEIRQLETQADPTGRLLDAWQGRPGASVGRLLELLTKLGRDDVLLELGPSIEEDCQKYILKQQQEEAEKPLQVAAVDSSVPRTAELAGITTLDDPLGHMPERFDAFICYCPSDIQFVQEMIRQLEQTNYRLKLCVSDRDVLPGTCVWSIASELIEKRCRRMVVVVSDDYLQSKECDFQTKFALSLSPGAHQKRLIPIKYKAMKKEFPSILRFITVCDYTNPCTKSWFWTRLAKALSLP
STAT3 activator: STAT3 signaling activation | AID 871 | activation (% of control), % at 5.6 µM | U3A cells, IL-6 STAT3-luciferase reporter, luminescence; 100% = signal with IL-6 EC80 alone | actives 0.91% (n = 190,000);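 active means activation above the screen-wide mean of compound activation plus 3 SD, cut at about 130% in these data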;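 further: 0% = background luminescence of wells with medium and substrate only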
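Test system: Human STAT1-deficient U3A cells with stable STAT3-luciferase reporter | Also added: Interleukin-6, 33 ng/mL | Timing: Compound pre-incubation 1 h before IL-6, then 6 h stimulation at 37 °C | Technique: Luciferase reporter luminescence | Read-out: Percent of IL-6-only median luminescence | Benchmarks: IL-6-only wells as 100% reference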
STAT1 inh: STAT1 signaling inhibition. NIH 3T3 STAT1-luciferase reporter, IFN-gamma, luminescence. inhibition, % at 5.5 µM. actives 0.35% (n = 200,000). AID 920;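 active means inhibition above a set limit, the mean inhibition across all tested compounds plus 3 SD, cut at about 34% in these data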;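 further: 0% = IFN-gamma with DMSO and 100% = IFN-gamma with 300 µM nifuroxazide; values of inactives mirror those of a sister screen read the other way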
STAT3 blocker: inhibitors of IL-6 induced STAT3 signaling | U3A cells, IL-6 STAT3-luciferase reporter, luminescence; host cell line lacks STAT1 | inhibition, % at 5.5 µM | actives 0.89% (n = 190,000) | AID 862;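 active means inhibition above the mean inhibition across all screened compounds plus 3 SD, cut at about 44% in these data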;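 further: 0% = DMSO only wells and 100% = 100 µM nifuroxazide control wells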
S1P3 antagonist: antagonists of human S1P3 receptor; Q99500; CHO S1P3 NFAT-BLA reporter, FRET fluorescence, antagonist mode; inhibition, % at 4.98 µM; actives 0.27% (n = 170,000);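 active means inhibition above the plate cutoff, the mean inhibition of test wells on that plate plus 3 SD, cut at about 28% in these data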;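 further: cells challenged with S1P at its EC80 of 0.8 µM; blue over green emission ratio from cleaved BLA substrate after 4 h stimulation; 0% = S1P-stimulated wells and 100% = unstimulated DMSO-only wells; some compounds past the cut are filed as inactive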
PPARg SRC2 recr: agonists of SRC-2 recruitment by human PPARgamma. P37231. PPARgamma LBD-SRC-2 recruitment, biochemical. activation, % at 8 µM. actives 0.34% (n = 200,000); in the data active means activation above about 22%;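 further: 0% = vehicle and 100% = reference agonist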
SRC2 TRFRET art: flags TR-FRET format artefacts in PPARgamma SRC-2 recruitment agonist screen; TR-FRET artefact counter-screen; active compounds read high; TR-FRET ratio at 8 µM; actives 0.4% (n = 200,000); AID 1049; in the data active means TR-FRET ratio above about 2000; further: inactives centre near 1500
RAM network inh: blocks the yeast RAM network; inhibition, % at 50 µM; S. cerevisiae dse1pr::URA3 reporter, 5-FOA growth OD615, 2 d; analog-sensitive cbk1-as2 kinase mutant strain; actives 1.8% (n = 190,000);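 active means inhibition above a set limit, 3 SD over mean compound inhibition, cut at about 8.4% in these data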;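 further: 0% = DMSO-only wells with no growth and 100% = 10 µM 1-NA-PP1 full growth; inhibition rescues growth on 5-FOA so higher OD means more RAM inhibition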
PPARg SRC3 recr: agonists of human PPARgamma SRC-3 coactivator recruitment. actives 0.26% (n = 200,000). AID 731. P37231. activation, % at 8 µM. biochemical PPARgamma/SRC-3 coactivator recruitment assay; in the data active means activation above about 23%;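 further: 0% = DMSO and 100% = reference agonist; some compounds past the cut are filed as inactive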
PPARg SRC1 recr: promotes SRC-1 coactivator recruitment by human PPARgamma; AID 631; PPARgamma-SRC-1 coactivator recruitment biochemical assay; actives 0.41% (n = 200,000); activation, % at 8 µM; in the data active means activation above about 19%;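 further: 0% = DMSO and 100% = reference agonist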
The depositor's hits bear a star; . = not tested or not shown. Compounds were not picked by outcome. Share with any hit: about 5.6%.

SMILES	ROMK primary	TLR4-MyD88 BLA	STAT3 activator	STAT1 inh	STAT3 blocker	S1P3 antagonist	PPARg SRC2 recr	SRC2 TRFRET art	RAM network inh	PPARg SRC3 recr	PPARg SRC1 recr
CCOc1ccc(C(C)=O)cc1N1C(=O)C2C3C=CC(C3)C2C1=O (configuration not stated)	-0.23	2	106	-4	-8	4	7	1539	3.1	7	1
COc1ccccc1OCC(=O)N/N=C1/SCC(=O)N1Cc1ccccc1	0.52	-12	102	-4	4	.	1	1528	0.7	-3	2
O=CN1CCN(C2CC(=O)N(c3ccc(Br)cc3)C2=O)CC1 (configuration not stated)	0.38	4	98	-5	6	-11	4	1611	1.6	0	4
COc1ccccc1NC(=O)N1CCCC1C(=O)NCc1ccccc1F (configuration not stated)	0.56	4	104	14	0	0	-3	1459	-0.9	-4	0
O=C(Cc1ccc(-n2c(=S)[nH]c3ccccc3c2=O)cc1)N1CCN(c2ccccc2)CC1	.	-14	88	3	21	.	9	1606	3.9	2	6
Cc1ccc(CCN2C(=O)c3ccccc3C2C(=O)NCc2cccnc2)cc1 (configuration not stated)	0.12	-10	84	17	26	11	3	1630	0.5	0	6
Nc1ccc2oc(-c3cccc(Br)c3)nc2c1	.	22	92	-47	16	-7	1	1560	3.2	-2	-3
CCc1cc2cc(C(=O)Nc3ccc(C)cc3)sc2s1	-0.15	-3	82	-25	25	.	24*	1676	5.4	7	7
Cc1ccsc1/C=N/NC(=O)CNC(=O)c1ccco1	0.9	-3	88	-1	21	-4	9	1583	0.9	3	3
CCOc1ccc2oc(-c3ccccc3)c(C(=O)N(C)C)c2c1	.	0	109	-4	-9	.	2	1571	-0.4	-10	1
N#Cc1c(N)nc2c(c1-c1ccccc1)CCCC2	.	-11	101	-6	6	4	-2	1592	3.7	-4	0
CSc1nc(Oc2ccc(C)cc2)cc(C(F)(F)F)n1	.	22	108	-7	3	.	-4	1396	2.5	0	-8
CCN(CC)C(=O)CSCC(=O)Nc1ccccc1	0.35	-15	104	0	3	-37	1	1623	2.0	0	-2
Cc1nn(C)cc1CN(C)C(=O)c1nn2c(c1Cl)NC(c1cccs1)CC2C(F)(F)F (configuration not stated)	0.053	-2	94	9	10	5	-4	1355	1.5	-2	-5
Cc1sc(NC(=O)/C=C/c2ccc3c(c2)OCO3)nc1-c1ccccc1	.	11	89	9	12	16	-1	1618	2.9	-1	-5
CCOC(=O)c1c(NC(=O)CCC(=O)O)sc2c1CCCCC2	-0.047	-8	103	8	-5	-17	-1	1574	6.1	0	-4
CCOC(=O)c1ccc(NC(=O)CCc2nc(-c3ccc(C)cc3)no2)cc1	.	-10	93	-3	11	-10	35*	2077*	5.9	8	-2
CC(=O)NC(=S)Nc1cc(C(F)(F)F)ccc1N1CCOCC1	-1.9	-2	92	4	12	2	6	1411	0.3	2	-8
COc1cccc(/C=C/C(=O)c2ccc(NS(=O)(=O)c3ccc(C)cc3)cc2)c1	.	-1	111	4	-15	-10	10	1604	-1.4	5	12
CC(C)c1ccc(N(C(=O)C(F)(F)F)C(C(=O)NC2CCCCC2)c2ccncc2)cc1 (configuration not stated)	-0.46	-18	101	3	6	.	8	1552	0.5	5	-1
O=C(c1ccc2c(c1)OCO2)N1CCN(c2ccccc2F)CC1	0.78	15	98	-6	6	.	1	1724	3.3	6	4
COC(=O)c1cccc(NC(=O)Cn2cnc3ccccc3c2=O)c1	.	14	102	7	6	8	6	1501	2.6	17	1
CCn1c(SCC(=O)c2ccc3c(c2)Cc2ccccc2-3)nnc1-c1ccc(N)cc1	.	-17	98	10	9	.	5	1466	2.8	-4	-5
Nc1nonc1C(=Nc1ccccc1)NO	.	9	107	-2	-2	-4	-7	1609	0.3	3	9
Cc1ccc(C2C(C#N)=C(N)Oc3n[nH]c(C)c32)cc1 (configuration not stated)	0.17	-2	106	-1	-5	-17	-9	1437	1.0	-2	1

Additional structures:
SMILES	ROMK primary	TLR4-MyD88 BLA	STAT3 activator	STAT1 inh	STAT3 blocker	S1P3 antagonist	PPARg SRC2 recr	SRC2 TRFRET art	RAM network inh	PPARg SRC3 recr	PPARg SRC1 recr
Nc1nc2ccc([N+](=O)[O-])c(N)c2s1	.	4	106	-6	3	.	0	1549	1.9	8	-1
CCOc1cc(C(=S)N2CCN(C)CC2)ccc1OCC(=O)N1CCOCC1	.	3	101	-5	2	-16	6	1577	3.3	-2	3
CN1CCCN(Cc2nc(-c3cccc(C(F)(F)F)c3)no2)CC1	1.5	-4	101	-15	4	-11	3	1507	0.0	7	5
CC(C)(C)c1ccc(OCC(=O)N(c2ccccn2)C2CCCCC2)cc1	-0.011	-12	107	-2	-4	9	-5	1517	0.5	-2	1
COC(=O)c1cc(NC(=O)c2ccoc2C)cc(C(=O)OC)c1	.	7	94	8	12	15	1	1470	4.2	2	7
Cc1cc(NCCc2ccc(Cl)cc2)n2ncnc2n1	-0.94	2	90	13	16	-17	-2	1406	0.3	0	-4
CC1CCCCN1CCNc1nc(=S)[nH]c2ccccc12 (configuration not stated)	-0.29	-6	100	1	4	.	-1	1569	1.8	5	2
CC1CCC(C(=O)NC(C(=O)N2CCC(N3CCCCC3)CC2)C(C)C)CC1 (configuration not stated)	-0.044	9	103	-10	0	-48	11	1525	3.6	0	3
CCN1CCc2c(C#N)c(NCc3ccccc3)nc(N(CC)CC)c2C1	-2.2	-1	111	4	-10	.	-8	1745	0.2	22	-1
CCOc1ccc2nc(SCC(=O)N3CCCc4ccccc43)sc2c1	.	6	91	-6	21	.	8	1687	10.0*	17	4
CC(C)(C)OC(=O)N1CCC(C(=O)N[C@H](Cc2ccccc2)C(=O)O)CC1	0.24	-10	98	-1	6	-21	2	1553	0.5	-4	-1
CCCc1ccc(-c2ccc(F)c(N)c2)nc1	-0.11	15	24	37*	97*	-10	5	1465	2.1	8	5
Oc1c(C=Nc2cccnc2)sc2ccccc12	-0.33	-6	119	3	-18	.	3	1563	-0.9	1	1
COc1ccccc1CNS(=O)(=O)c1ccc2[nH]cc(C(=O)O)c(=O)c2c1	0.4	-5	103	-2	0	-10	7	1421	0.0	3	4
COC(=O)C(NC(=O)Nc1ccccc1OC)C(C)C (configuration not stated)	0.48	-4	90	1	10	.	6	1605	0.7	5	6
COc1ccccc1/C=N/NC(=O)c1[nH]c(C)c(C(=O)N/N=C/c2ccccc2OC)c1C	-0.7	-11	99	1	4	2	2	1482	0.0	0	7
CC(C)N1C(=S)SC(C)(C)C1n1oc(=O)n(-c2ccc(Cl)c(Cl)c2)c1=O (configuration not stated)	0.59	-3	98	-4	4	.	-2	1464	2.0	-16	-2
CC(O)[C@H](NC(=O)C1(c2ccccc2)CCN(C(=O)OC(C)(C)C)CC1)C(=O)O (some centres not stated)	.	-12	102	-3	4	14	9	1656	0.6	-1	3
CNC(=O)c1cccnc1Nc1cccc(C(F)(F)F)c1	.	-11	104	-14	-6	-3	0	1436	2.4	6	-5

Reformatted comma-delimited: entries from further up
SMILES,ROMK primary,TLR4-MyD88 BLA,STAT3 activator,STAT1 inh,STAT3 blocker,S1P3 antagonist,PPARg SRC2 recr,SRC2 TRFRET art,RAM network inh,PPARg SRC3 recr,PPARg SRC1 recr
CSc1nc(Oc2ccc(C)cc2)cc(C(F)(F)F)n1,.,22,108,-7,3,.,-4,1396,2.5,0,-8
Oc1c(C=Nc2cccnc2)sc2ccccc12,-0.33,-6,119,3,-18,.,3,1563,-0.9,1,1
CC(C)N1C(=S)SC(C)(C)C1n1oc(=O)n(-c2ccc(Cl)c(Cl)c2)c1=O (configuration not stated),0.59,-3,98,-4,4,.,-2,1464,2.0,-16,-2

Look-ups from the results shown:
PPARg SRC3 recr with `CNC(=O)c1cccnc1Nc1cccc(C(F)(F)F)c1` stands at 6
PPARg SRC1 recr with `CC(C)(C)OC(=O)N1CCC(C(=O)N[C@H](Cc2ccccc2)C(=O)O)CC1` stands at -1
STAT3 activator with `CN1CCCN(Cc2nc(-c3cccc(C(F)(F)F)c3)no2)CC1` stands at 101
PPARg SRC2 recr with `Oc1c(C=Nc2cccnc2)sc2ccccc12` stands at 3

Screening results: PubChem, several laboratories
